Assay outcomes as filed in PubChem.
Dengue-2 NS5 capping – flavivirus cap methylation enzyme inhibition – biochemical, confirmation dose response, primary screen (AID 588689); 340,000 compounds, 0.3% hits; one-dose inhibition, % at 25 µM; IC50 in µM for titrated hits; Dengue-2 NS5 methyltransferase capping enzyme assay, biochemical; higher % means a stronger effect; in the data active means a potency from the dose series
AID2073 – inhibitors of Mint1-CaV2.2 protein interaction, biochemical, HTRF (AID 2073); inhibition, % at 20 µM, or IC50 in µM where a hit was titrated; HTRF protein-protein interaction, Mint1-CaV2.2; higher % means a stronger effect; 290,000 compounds, 0.19% hits; in the data active means inhibition mostly above about 51%, no sharp cut-off; further: some results filed as inactive read as strong as hits
GPR55 activation – GPR55 agonists via beta-arrestin recruitment, primary screen, imaging, U2OS cells, beta-arrestin-GFP redistribution (AID 1961); one-dose activation, % at 10 µM; EC50 in µM for titrated hits; 290,000 compounds, 0.048% hits; U2OS GPR55 beta-arrestin-GFP redistribution imaging; higher % means a stronger effect;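 active means activation above 40% with more than 50 cells counted in the well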;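 further: U2OS osteosarcoma cells stably expressing GPR55 and beta-arrestin-GFP; plate controls were DMSO negative control for no effect and LPI positive control for full effect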
SV40 large T antigen – TAg ATPase/helicase activity blockers – biochemical (AID 1903); SV40 large T antigen ATPase/helicase inhibition assay; higher % means a stronger effect; 310,000 compounds, 0.39% hits; inhibition, % at 20 µM, or IC50 in µM where a hit was titrated; in the data active means a potency from the dose series; further: strong numbers were not always called active
MgcRacGAP inhibition – MgcRacGAP GTPase-activating activity inhibitors, confirmation, biochemical, ADP Hunter fluorescence | MgcRacGAP-stimulated Rac1 GTP hydrolysis, ADP Hunter fluorescence; higher % means a stronger effect; GST-tagged Rac1 F28L mutant substrate | inhibition, % at 30 µM; hits with a dose series show IC50 in µM | 340,000 compounds, 0.6% hits;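 active means first-screen hits whose inhibition reached a set limit at any dose in the follow-up dose series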;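 further: fluorescence reports GDP produced by GAP-driven GTP hydrolysis; strong numbers were not always called active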
Yfh1-depleted yeast – enhancers of respiration in Yfh1-depleted yeast, dose response, Friedreich's ataxia, plus single-dose screen (AID 1465) | S. cerevisiae Yfh1-off respiration, WST-1 reduction, 72 h; higher fold induction means a stronger effect | fold induction at 50 µM, or EC50 in µM where a hit was titrated | 220,000 compounds, 0.074% hits;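 active means fold induction of absorbance versus untreated yeast above a set limit, then at least 30% activation at any dose in follow-up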;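 further: activators that raise dye reduction in frataxin-depleted yeast; strong numbers were not always called active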
NTR1 agonist – agonists of NTR1, primary screen, imaging, U2OS cells, beta-arrestin-GFP, high content (AID 493036); P30989; NTR1-U2OS beta-arrestin-GFP spot imaging, agonist mode; activation, % at 20 µM; 330,000 compounds, 0.17% hits;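 active means activation at or above 40% of the spot to cytoplasm intensity ratio, with at least 20 cells analyzed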;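 further: 0% = DMSO without peptide and 100% = 100 nM NTR1 peptide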
Target sequence (P30989 whole entry, looked up): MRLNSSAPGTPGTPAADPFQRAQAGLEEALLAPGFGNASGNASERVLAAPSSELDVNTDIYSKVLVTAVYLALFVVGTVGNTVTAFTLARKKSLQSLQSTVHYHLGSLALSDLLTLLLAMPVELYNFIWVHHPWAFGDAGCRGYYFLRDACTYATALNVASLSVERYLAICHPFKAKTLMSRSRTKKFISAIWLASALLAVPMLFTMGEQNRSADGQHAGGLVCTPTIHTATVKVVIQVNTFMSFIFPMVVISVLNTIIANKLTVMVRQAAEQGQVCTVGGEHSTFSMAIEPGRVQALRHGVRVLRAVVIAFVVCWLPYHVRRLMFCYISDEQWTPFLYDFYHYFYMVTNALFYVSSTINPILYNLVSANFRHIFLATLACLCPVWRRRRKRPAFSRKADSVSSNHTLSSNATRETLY
GPR35 arrestin U2OS – GPR35 antagonists blocking zaprinast-driven arrestin recruitment, primary screen, imaging, U2OS, beta-arrestin-GFP, zaprinast agonist (AID 2058); U2OS GPR35 beta-arrestin-GFP translocation imaging, zaprinast antagonism; higher % means a stronger effect; inhibition, % at 10 µM, or IC50 in µM where a hit was titrated; 290,000 compounds, 0.052% hits;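 active means inhibition of at least 50% with at least 30 cells and total cytoplasm GFP at most 10,000,000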
GPR55 LPI antagonism – inhibition of LPI-stimulated GPR55 beta-arrestin translocation – imaging, U2OS, beta-arrestin-GFP, LPI agonist, primary screen (AID 2013); U2OS GPR55 beta-arrestin-GFP translocation imaging, LPI antagonism; higher % means a stronger effect; one-dose inhibition, % at 10 µM; IC50 in µM for titrated hits; 290,000 compounds, 0.13% hits;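 active means spots per cell inhibited over 60%, with over 100 cells counted and total cytoplasm intensity under 500,000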;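 further: U2OS cells stably carrying GPR55 and arrestin-GFP stimulated by 5 µM LPI near EC80; imaged beta-arrestin-GFP aggregate spots per cell after agonist stimulation; plate controls were LPI-stimulated DMSO wells for no effect and DMSO wells without LPI for full effect; some results filed as inactive read as strong as hits; confirmed hits need IC50 under 10 µM and bright autofluorescent wells are also inconclusive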
NTR1 agonist cell count 20 µM – also measured in NTR1 agonist; calls as there; cell count; measured here: cell count, cytotoxicity flag
Dengue-2 NS5 capping pilot replicate – further read-out of Dengue-2 NS5 capping, marked with its call; inhibition, %; measured here: pilot screen replicate inhibition
Active calls of the source: *; i = inactive; x = not tested or not shown; & = joins results of further samples. Rows were taken by chance; 1.7% or so of the library scored in one or more.

The first eleven records, to show the layout:
SMILES	Dengue-2 NS5 capping	AID2073	GPR55 activation	SV40 large T antigen	MgcRacGAP inhibition	Yfh1-depleted yeast	NTR1 agonist	NTR1 agonist cell count 20 µM	GPR35 arrestin U2OS	GPR55 LPI antagonism	others
Cc1cc(C)c(S(=O)(=O)NCc2cn3ccccc3n2)c(C)c1	7%	-2%	-0.1%	6%	4%	x	-0.2	43	-5%	8%
C/C(O)=c1/ccc2cccc3nc(C)nc1c23	17%	35%	-0.1%	11%	6%	i	-0.6	64	1%	-4%
O=S(=O)(c1ccccc1Cl)N1CCCC(c2nc(-c3cccnc3)no2)C1 (stereo not drawn)	0%	0%	-0.1%	7%	4%	i	1.8	86	3%	5%
CC1(C)CC(=O)C(CC(=O)N2CCC(Cc3ccccc3)CC2)C(=O)C1	-9%	5%	-0.4%	23%	-1%	i	-0.5	55	1%	0%
Nc1nccnc1C(=O)OCC(=O)N1CCN(S(=O)(=O)c2ccc(Cl)cc2)CC1	3%	x	x	16%	6%	x	1.6	62	x	x
CCN(C(=O)C(C)OC(=O)CCCNC(=O)c1ccc(Cl)cc1)c1ccccc1 (stereo not drawn)	5%	x	x	12%	4%	x	0.8	62	x	x
O=C(Nc1ccc(Cl)cc1)OCc1cc(-c2ccccc2)on1	0%	0%	0.1%	-3%	14%	i	-1.1	44	-5%	7%
O=C(Nc1ccccc1Cl)N1CCSc2ccccc21	-5%	-9%	0.7%	5%	11%	i	-1.4	102	3%	4%
CC(NC(=O)c1nn(C)c(=O)c2ccccc12)c1ccccc1 (stereo not drawn)	-8%	8%	-0.2%	-8%	1%	i	-0.7	77	11%	0%
COc1ccc(Cc2c(O)nc(SCC(C)C)[nH]c2=O)cc1	-8%	14%	0.7%	10%	12%	x	0.8	67	12%	0%	Dengue-2 NS5 capping pilot replicate=-1.5
CCc1ccc(NS(=O)(=O)c2ccc3oc(=O)ccc3c2)cc1	1%	9%	-0.3%	3%	-8%	x	0.6	50	16%	6%	Dengue-2 NS5 capping pilot replicate=1.8

Main list, repeating the preview:
SMILES	Dengue-2 NS5 capping	AID2073	GPR55 activation	SV40 large T antigen	MgcRacGAP inhibition	Yfh1-depleted yeast	NTR1 agonist	NTR1 agonist cell count 20 µM	GPR35 arrestin U2OS	GPR55 LPI antagonism	others
Cc1cc(C)c(S(=O)(=O)NCc2cn3ccccc3n2)c(C)c1	7%	-2%	-0.1%	6%	4%	x	-0.2	43	-5%	8%
C/C(O)=c1/ccc2cccc3nc(C)nc1c23	17%	35%	-0.1%	11%	6%	i	-0.6	64	1%	-4%
O=S(=O)(c1ccccc1Cl)N1CCCC(c2nc(-c3cccnc3)no2)C1 (stereo not drawn)	0%	0%	-0.1%	7%	4%	i	1.8	86	3%	5%
CC1(C)CC(=O)C(CC(=O)N2CCC(Cc3ccccc3)CC2)C(=O)C1	-9%	5%	-0.4%	23%	-1%	i	-0.5	55	1%	0%
Nc1nccnc1C(=O)OCC(=O)N1CCN(S(=O)(=O)c2ccc(Cl)cc2)CC1	3%	x	x	16%	6%	x	1.6	62	x	x
CCN(C(=O)C(C)OC(=O)CCCNC(=O)c1ccc(Cl)cc1)c1ccccc1 (stereo not drawn)	5%	x	x	12%	4%	x	0.8	62	x	x
O=C(Nc1ccc(Cl)cc1)OCc1cc(-c2ccccc2)on1	0%	0%	0.1%	-3%	14%	i	-1.1	44	-5%	7%
O=C(Nc1ccccc1Cl)N1CCSc2ccccc21	-5%	-9%	0.7%	5%	11%	i	-1.4	102	3%	4%
CC(NC(=O)c1nn(C)c(=O)c2ccccc12)c1ccccc1 (stereo not drawn)	-8%	8%	-0.2%	-8%	1%	i	-0.7	77	11%	0%
COc1ccc(Cc2c(O)nc(SCC(C)C)[nH]c2=O)cc1	-8%	14%	0.7%	10%	12%	x	0.8	67	12%	0%	Dengue-2 NS5 capping pilot replicate=-1.5
CCc1ccc(NS(=O)(=O)c2ccc3oc(=O)ccc3c2)cc1	1%	9%	-0.3%	3%	-8%	x	0.6	50	16%	6%	Dengue-2 NS5 capping pilot replicate=1.8
Cc1cc(=O)n2nc(N3CCCC3C(=O)Nc3ccccc3C)sc2n1 (stereo not drawn)	1%	4%	1.5%	1%	5%	x	-1.1	51	-4%	-1%
O=S(=O)(O)c1nc2ccccc2n1Cc1ccc(Cl)cc1Cl	6%	0%	-0.3%	10%	5%	i	0.2	36	-2%	-5%
CC(NC(=O)c1cc(-c2ccccc2)nc2ccccc12)C1CCCO1 (stereo not drawn)	x	-11%	-0.1%	1%	x	i	3.5	70	14%	-4%
Cc1cccc(/C(N)=N/OC(=O)N2c3ccccc3Sc3ccccc32)c1	-5%	-15%	0.3%	44%	102%	i	-3.2	53	11%	-1%
COc1ccc(OC)c(C(=O)c2ccc(C(=O)Nc3ccc(NC(C)=O)cc3)cc2)c1	1%	26%	0.0%	1%	-8%	x	0.9	62	-12%	5%
CCOC(=O)C1(CCOC)CCN(Cc2ccccc2-c2ccco2)CC1	-4%	8%	-0.1%	8%	3%	i	3.9	28	8%	2%
CCOC(=O)c1sc(=NC(=O)c2cccc(C)c2)n(C)c1C	-6%	45%	0.0%	6%	5%	i	5.7	48	2%	-1%
COc1ccc(Nc2cc(C(=O)NCCCN3CCN(C)CC3)c3ccccc3n2)c(OC)c1	-6%	-32%	0.6%	11%	10%	i	5.8	101	0%	-9%
COc1cccc(/C=C/C(=O)OCC(=O)N2c3ccccc3NC(=O)C2(C)C)c1	-6%	8%	0.2%	0%	8%	i	2.5	59	11%	-1%
CCCCn1c(N)c(N(CCC(C)C)C(=O)c2ccc(COc3ccccc3)o2)c(=O)[nH]c1=O	0%	x	x	16%	0%	x	-0.1	44	x	x
CC(=O)N1CCN(C2=Nc3cccc4cccc2c34)CC1	13%	15%	-0.2%	8%	4%	i	2.0	32	-8%	1%
N/C(=N/OC(=O)c1ccccc1Cl)c1nonc1N	-10%	-6%	-0.4%	25%	9%	i	3.2	28	-3%	0%
CC(C)(C)n1nnnc1C(c1ccc(C(F)(F)F)cc1)N(Cc1ccc(F)cc1)Cc1ccco1 (stereo not drawn)	-3%	-5%	-0.1%	6%	14%	i	0.5	44	8%	11%
CS(=O)(=O)c1ccc2nc(NC(=O)c3ccc(Cl)cc3)sc2c1	-5%	20%	-0.1%	11%	5%	x	-0.7	49	10%	3%	Dengue-2 NS5 capping pilot replicate=1.8
SMILES	Dengue-2 NS5 capping	AID2073	GPR55 activation	SV40 large T antigen	MgcRacGAP inhibition	Yfh1-depleted yeast	NTR1 agonist	NTR1 agonist cell count 20 µM	GPR35 arrestin U2OS	GPR55 LPI antagonism	others
COc1ccc(NC(=O)c2nc[nH]c2C(=O)N[C@@H](C)C(=O)OC(C)(C)C)cc1	1%	13%	0.6%	8%	11%	i	14	85	9%	2%
O=c1oc(-c2cc3ccccc3o2)nc2sc3c(c12)CCCC3	-2%	11%	5.4%	5%	-7%	i	6.6	53	19%	8%
CCn1c(SC(C)C)nnc1-c1c[nH]c2ccccc12	-1%	-1%	-0.2%	3%	8%	i	-0.7	77	0%	14%
Cc1csc2nc(O)c(C(=O)NCCCc3ccccc3)c(=O)n12	-4%	x	x	12%	4%	x	2.0	76	x	x
O=C(Nc1ccccc1NC(=O)c1ccco1)c1ccco1	1%	-11%	-0.1%	4%	-4%	i	-0.5	95	5%	11%	Dengue-2 NS5 capping pilot replicate=0.6
Cn1c(=O)cc(OCCCC(=O)NCc2ccc(F)cc2Cl)c2ccccc21	2%	6%	0.1%	15%	17%	i	-0.9	89	-1%	12%
Cc1[nH]c2ccccc2c1NC(=O)CN1CCN(c2cccc(C(F)(F)F)c2)CC1	-5%	-13%	-0.2%	-4%	10%	i	7.9	42	0%	1%
O=C(CS(=O)(=O)c1ccc2ccccc2c1)Nc1ccccc1Cl	2%	6%	-0.1%	10%	8%	i	2.6	64	-14%	5%
OC(COc1ccc2ccccc2c1)CN1CCOCC1 (stereo not drawn)	0%&-10%	0%	-0.3%	-1%	-3%&7%	i	-1.0	64	-13%	8%
C=CCN1C(=O)N(c2ccc(Cl)cc2)C(=O)C1CC(=O)Nc1ccc(F)cc1 (stereo not drawn)	4%	-3%	-0.1%	4%	14%	i	0.4	29	4%	13%
N#C/C(=C/C=C/c1ccccc1)C(=O)Nc1ccccc1	-8%	13%	0.0%	1%	-2%	i	1.2	59	-2%	5%
Cn1nc(-c2ccc(NCCO)c([N+](=O)[O-])c2)c2ccccc2c1=O	12%	4%	-0.2%	22%	3%	i	4.1	41	10%	-7%
CSc1cccc(NC(=O)C2CCCN2S(=O)(=O)c2ccc3c(c2)CCC(=O)N3)c1 (stereo not drawn)	-2%	24%	0.1%	8%	7%	i	-1.6	81	-4%	4%
COc1ccc(CCNC(=O)C(C)n2nc(C)n3c(cc4occc43)c2=O)cc1OC (stereo not drawn)	1%	4%	-0.1%	14%	10%	x	-0.4	49	-14%	0%
Cc1noc(C)c1-c1nnc(-c2ccc(OC(F)(F)F)cc2)o1	-3%	-13%	-0.2%	5%	3%	i	0.1	60	6%	12%
C/C(=N\NC(=O)c1c(Br)c(C)nn1C)c1ccc(NC(=O)C(C)Oc2ccc(Cl)cc2C)cc1 (stereo not drawn)	-5%	-5%	-0.1%	1%	11%	i	8.4	52	11%	28%
Cc1cc(OC(C)C)c2c(-c3ccccc3)cc(=O)oc2c1	-4%	-4%	0.6%	9%	3%	i	9.8	47	7%	0%
Cc1ccc(C(=O)NCCc2nnc3ccc(SCC(=O)Nc4ccc(C)cc4C)nn23)cc1	-8%	-2%	-0.1%	16%	9%	i	-1.5	74	11%	11%
Cc1ccn2cc(-c3ccc(Br)cc3)nc2c1	1%	1%	-0.3%	8%	7%	i	2.3	56	-10%	-3%

An excerpt from above in order of heavy-atom count, ascending.
SMILES	Dengue-2 NS5 capping	AID2073	GPR55 activation	SV40 large T antigen	MgcRacGAP inhibition	Yfh1-depleted yeast	NTR1 agonist	NTR1 agonist cell count 20 µM	GPR35 arrestin U2OS	GPR55 LPI antagonism	others
Cc1csc2nc(O)c(C(=O)NCCCc3ccccc3)c(=O)n12	-4%	x	x	12%	4%	x	2.0	76	x	x
Cn1nc(-c2ccc(NCCO)c([N+](=O)[O-])c2)c2ccccc2c1=O	12%	4%	-0.2%	22%	3%	i	4.1	41	10%	-7%
COc1ccc(NC(=O)c2nc[nH]c2C(=O)N[C@@H](C)C(=O)OC(C)(C)C)cc1	1%	13%	0.6%	8%	11%	i	14	85	9%	2%
